Bioassay records from PubChem.
Exocytosis inh: lytic granule exocytosis inhibition; TALL-104 LAMP-1 surface exposure, flow cytometry; cells stimulated with thapsigargin and PMA; inhibition, % at 10 µM; 0.66% of 360,000 active;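 active = inhibition above about 55%, limit read from the data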
ABHD5-PLIN5 inh: inhibitors of human ABHD5-perilipin-5 interaction; Q00G26+Q8WTS1; Split G. princeps luciferase complementation, luminescence, 4 h; AID 602281; 0.78% of 360,000 active; inhibition, % at 4 µM;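 active = inhibition above the mean inhibition across every tested compound plus 3 SD, cut at about 22% in these data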;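 also: 0% = DMSO only wells and the 100% control is not disclosed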
PDI inh: blocks human protein disulfide isomerase activity | P07237 | inhibition, % at 10 µM | 0.052% of 350,000 active | PDI insulin aggregation turbidity, A650, 90 min;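 active = mean inhibition across replicates of 30% or more, whatever share of single replicates reach that level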;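 also: absorbance from insulin aggregation driven by PDI reduction with DTT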
Target sequence (P07237 whole entry, looked up): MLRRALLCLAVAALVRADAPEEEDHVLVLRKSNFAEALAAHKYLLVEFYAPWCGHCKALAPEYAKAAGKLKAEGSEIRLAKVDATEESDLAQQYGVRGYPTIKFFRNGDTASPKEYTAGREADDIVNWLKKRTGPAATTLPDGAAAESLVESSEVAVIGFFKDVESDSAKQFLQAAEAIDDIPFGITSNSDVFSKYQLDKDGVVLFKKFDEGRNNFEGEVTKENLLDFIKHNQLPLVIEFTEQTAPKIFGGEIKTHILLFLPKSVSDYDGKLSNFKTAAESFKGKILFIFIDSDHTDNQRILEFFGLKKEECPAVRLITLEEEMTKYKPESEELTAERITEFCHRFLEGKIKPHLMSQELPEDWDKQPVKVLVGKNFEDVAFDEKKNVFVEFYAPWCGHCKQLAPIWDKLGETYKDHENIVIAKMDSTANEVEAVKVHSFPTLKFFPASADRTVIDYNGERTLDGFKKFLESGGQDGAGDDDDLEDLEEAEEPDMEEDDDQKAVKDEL
H9c2 protect: protects H9c2 cardiomyocytes from peroxide injury; AID 588492; protection from H2O2 cell death, % at 20 µM; H2O2 injury protection, ATPLite, 2 h; 0.63% of 360,000 active;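 active = compounds giving at least 50% protection of heart cells from peroxide-induced death in the single-dose screen, raw or plate-pattern-corrected value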;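 also: 0% = DMSO wells with peroxide and 100% = DMSO wells without peroxide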
MC4R ag barr: human MC4R agonism via beta-arrestin; P32245; activation, % at 8.9 µM; AID 540308; 0.98% of 360,000 active; U2OS MC4R beta-arrestin complementation, luminescence; percent of melanotan II response, DMSO zero;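 active = activation above a per-plate cutoff, the mean activation of sample wells on that plate plus 3 SD, cut at about 8% in these data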
HTR2A ag: activates the mouse 5-HT2A serotonin receptor. P35363. CHO-K1 mHTR2A beta-arrestin complementation, luminescence; percent of 30 µM serotonin response. activation, % at 7.6 µM. 0.66% of 360,000 active;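 active = activation above a run cutoff, the mean activation of all tested compounds plus 3 SD, cut at about 14% in these data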;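 also: 0% = plate median of compound wells and 100% = 30 µM serotonin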
Target sequence (P35363 whole entry, looked up): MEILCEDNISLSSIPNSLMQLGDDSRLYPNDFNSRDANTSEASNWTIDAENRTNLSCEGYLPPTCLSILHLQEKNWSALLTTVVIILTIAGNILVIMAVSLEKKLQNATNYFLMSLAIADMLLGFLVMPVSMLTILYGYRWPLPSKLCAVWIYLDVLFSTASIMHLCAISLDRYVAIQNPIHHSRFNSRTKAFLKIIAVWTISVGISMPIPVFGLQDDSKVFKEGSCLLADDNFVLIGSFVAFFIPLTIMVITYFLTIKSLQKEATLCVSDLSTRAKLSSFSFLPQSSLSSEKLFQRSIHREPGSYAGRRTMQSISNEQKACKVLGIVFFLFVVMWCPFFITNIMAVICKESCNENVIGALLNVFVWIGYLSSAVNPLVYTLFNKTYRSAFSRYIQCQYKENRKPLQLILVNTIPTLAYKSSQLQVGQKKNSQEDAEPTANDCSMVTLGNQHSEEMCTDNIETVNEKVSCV
CaV13 ICDI inh: Primary screen for inhibitors of IQ motif and Ca2+-dependent inactivation inhibitor domain binding in CACNA1D, Förster resonance energy transfer in living cells, …. HEK cells, CFP/YFP FRET ICDI-IQ, plate reader, 10 min; percent FRET-ratio fall versus neutral wells. inhibition, % at 12.3 µM. 0.098% of 340,000 active;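 active = mean replicate inhibition of at least 30% and at least 1% of replicates passing that level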;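 also: 0% = median of the neutral control wells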
ABCB6 inh 2: blocks the human ABCB6 transporter; K562-ABCB6 porphyrin accumulation, flow cytometry, 1 h; hits give low values; fluorescence ratio to DMSO, % at 10 µM; 0.19% of 360,000 active; AID 602162;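 active = fluorescence ratio to DMSO below 75%, the collection mean minus 3 SD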;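 also: signal is porphyrin accumulated inside mitochondria; 100% equals median channel fluorescence of DMSO control wells; lower ratio means ABCB6 inhibition with less porphyrin fluorescence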
N-glyco inh: blocks N-linked glycosylation in D54 reporter cells; D54 ERlucT glycosylation luciferase reporter, 24 h; percent of 100 nM tunicamycin response; reporter increase, % at 12.5 µM; 0.23% of 360,000 active; AID 588692;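 active = mean luciferase reporter signal, scaled so untreated is 0 and the glycosylation-blocking control 100, at or above a set limit in every replicate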;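 also: luciferase carries N-glycosylation sites so blocking glycosylation raises the light; 0% = median of neutral control wells and 100% = median of 100 nM tunicamycin wells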
MC4R antag cAMP: blocks human MC4R cAMP signaling; P32245; MC4R-expressing cells, MTII-stimulated cAMP, LANCE TR-FRET; inhibition, % at 6.5 µM; 0.48% of 360,000 active; AID 540295;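 active = inhibition above its plate's cutoff, the mean of tested wells on that plate plus 3 SD, cut at about 29% in these data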;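 also: 0% = Melanotan II alone and 100% = Melanotan II plus saturating MCL0020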
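Material – human MC4R-expressing U2OS cells · Repeats – no replicates · Detection – TR-FRET with Eu-cAMP and labeled anti-cAMP, 671 nm · Times – compound 30 min, challenge 1 h, detection 1 h · Compound – single nominal compound dose of 6.5 µM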
* marks the source's active call; other numbers are inactive results; / = no result given.

SMILES | Exocytosis inh | ABHD5-PLIN5 inh | PDI inh | H9c2 protect | MC4R ag barr | HTR2A ag | CaV13 ICDI inh | ABCB6 inh 2 | N-glyco inh | MC4R antag cAMP
O=C(CNc1cccc2ccccc12)N/N=C/c1ccc(C(=O)O)cc1 | 1 | 5 | 8 | -10 | -1.5 | 1 | -16 | 98 | 5 | 3
CCOc1nc2ccccc2nc1NS(=O)(=O)c1ccc(Cl)cc1 | 19 | -13 | 4 | -8 | -1.4 | 2 | -4 | 152 | -1 | 3
COc1ccccc1/C=C/C(=O)NCC(=O)N/N=C(/C)c1ccc(Cl)cc1 | 0 | -5 | 0 | 4 | -1.7 | -5 | -6 | 86 | 6 | 6
COc1cc(NC(=O)CSc2nnc3ccc(-c4cccnc4)nn23)cc(OC)c1 | -5 | 7 | 3 | 14 | -0.8 | 7 | -7 | 98 | 0 | 8
FC(F)(F)c1cccc(-c2nc3nc(Cl)c(Cl)nc3[nH]2)c1 | -26 | -1 | -1 | -16 | -0.5 | 0 | / | 96 | -11 | 14
O=C(Nc1ccc(C(O)(C(F)(F)F)C(F)(F)F)cc1)c1ccc(Cl)c([N+](=O)[O-])c1 | 64* | -4 | 2 | -21 | 14* | -2 | 10 | 102 | -12 | -3
NC(=O)C1CCN(C(c2ccccc2Cl)c2nnnn2CC2CCCO2)CC1 (centres undefined) | -12 | -1 | 9 | 12 | -2.2 | -2 | 1 | 192 | 1 | -10
COc1cccc(CNC(=O)c2cc(S(=O)(=O)N3CCCC3)cn2C)c1 | 0 | -7 | / | -1 | 1.7 | -3 | -6 | 99 | 0 | 3
O=C(NCCCc1ccccc1)c1ccc([N+](=O)[O-])cc1Cl | 0 | 5 | 10 | -3 | -2.2 | -3 | -3 | 99 | -4 | 5
Cc1ccc(NS(=O)(=O)c2cccc3cccnc23)c(Br)c1 | -13 | -1 | -1 | -5 | -2.8 | -9 | -19 | 93 | 0 | 6
NC(=O)NCc1cccs1 | 1 | -2 | 0 | -1 | -1.2 | -3 | -4 | 99 | 2 | 21
COC(=O)c1[nH]c2ccccc2c1NC(=O)Oc1ccccc1 | -1 | 9 | 15 | -1 | -0.6 | -1 | -2 | 105 | 1 | -13
Cc1ccc(CSCC(=O)NCc2cccnc2)cc1 | -2 | 5 | 5 | -4 | -1.6 | 4 | -6 | 99 | 0 | 2
Cc1ccc(OCCSc2nnc(-c3ccncc3)n2C)cc1 | -3 | 8 | 1 | 9 | -1.9 | 0 | / | 99 | 8 | 3
CN1CCN(/N=C/c2nc(-c3ccccc3)n3ccccc23)CC1 | 1 | 1 | 1 | 3 | -0.5 | 1 | -6 | 102 | 1 | -12
COc1ccc(S(=O)(=O)N(C)C[C@H]2OCCCC[C@H](C)Oc3ccc(NC(=O)Nc4ccc(F)cc4)cc3C(=O)N([C@H](C)CO)C[C@H]2C)cc1 | 0 | 11 | 1 | -3 | -0.3 | 3 | -3 | 99 | -2 | 1
COC(=O)c1ccccc1Oc1ccc(NC(=O)C(C)(C)CCl)cc1 | -2 | 3 | -4 | 12 | -0.5 | -5 | 1 | 89 | 3 | 6
O=C(CN(CCN1CCOCC1)C(=O)Cn1nnc(-c2ccc(F)cc2)n1)NC1CCCCC1 | 0 | 3 | 4 | 1 | -2.2 | -5 | -9 | 104 | 0 | 7
Cc1cc(Br)ccc1SCC(=O)N1CCN(S(=O)(=O)c2ccccc2)CC1 | 3 | -5 | 11 | -2 | -1.5 | -3 | -3 | 96 | -5 | 14
CCN(C(=O)c1cc2cc3ccc(C)cc3nc2o1)c1ccc(OC)cc1 | 1 | -3 | 1 | 6 | -0.4 | -9 | / | 84 | 2 | 22
O=S(=O)(NN=C1CCCCCC1)c1ccc(Cl)cc1 | -2 | -1 | 1 | -2 | -1.0 | 0 | -6 | 99 | 1 | -1
CCC(=O)Nc1ccc(Cl)c(NC(=S)NC(=O)c2ccco2)c1 | -1 | 0 | -7 | -10 | -3.1 | 4 | -6 | 99 | 0 | -2
O=C(CC1C(=O)NCCN1Cc1cccc(F)c1)NC1CCCCC1 (centres undefined) | 4 | -2 | -3 | 1 | -2.5 | 0 | -7 | 103 | 1 | 5
O=C(NCc1ccccn1)C(=O)Nc1nc(C23CC4CC(CC(C4)C2)C3)cs1 | 6 | -6 | 5 | -2 | -3.9 | 0 | -2 | 88 | -3 | 19
CCN(CC)C(=O)c1cccc(-c2csc(C(O)c3ccc(F)c(F)c3)n2)c1 (centres undefined) | 2 | -4 | 0 | -9 | -1.8 | -6 | -3 | 102 | -3 | 13

The list goes on:
SMILES | Exocytosis inh | ABHD5-PLIN5 inh | PDI inh | H9c2 protect | MC4R ag barr | HTR2A ag | CaV13 ICDI inh | ABCB6 inh 2 | N-glyco inh | MC4R antag cAMP
CC(NC(=O)c1ccccc1NC(=O)c1ccco1)c1ccccc1 (centres undefined) | -2 | 7 | -19 | -4 | -0.1 | 1 | -7 | 93 | 1 | -7
COC(=O)Cn1cnc2c(nnn2-c2ccc(F)cc2)c1=O | -2 | 3 | / | 14 | 2.1 | 2 | 2 | 94 | 3 | 8
CCSc1ccccc1C(=O)N1CCCC1 | -2 | 6 | -4 | 0 | -2.4 | 0 | -8 | 101 | 4 | 14
CCN(CC)CCNC(=O)c1ccc(NC(=O)c2cccc(S(=O)(=O)N3c4ccccc4CC3C)c2)cc1 (centres undefined) | -8 | 14 | -4 | -10 | -0.6 | -13 | -3 | 96 | -10 | 1
O=C(c1cc(COc2c(F)cccc2F)on1)N1CCN(C2CCCCC2)CC1 | -2 | 11 | 2 | 4 | 0.2 | 10 | -7 | 106 | 0 | -1
C=CCC[C@H](CCCCC)OC(=O)/C=C/[C@@H](O)[C@H](O)C[C@H](O)CC=C | 3 | -3 | / | / | / | 8 | -6 | 117 | / | /
COc1cc(CN2CCNC(=O)C2CC(=O)N2CCCCO2)cc(OC)c1 (centres undefined) | -1 | 4 | -10 | 11 | 2.5 | 4 | -6 | 90 | 1 | 0
CC(=O)N(c1nc(/C=C\C(=O)O)cs1)c1ccccc1F | 7 | -2 | 1 | 2 | -2.1 | -3 | -6 | 99 | 0 | -15
OCCN1CCN(Cc2nc(-c3cccc(Cl)c3)no2)CC1 | -6 | 2 | 14 | 4 | -1.7 | -5 | -5 | 96 | -1 | 4
C=CCC(Nc1ccccc1)C12C=CC(O1)C(C(=O)OC)=C2C(=O)OC (centres undefined) | 90* | 26* | 2 | -21 | -2.8 | 0 | -5 | 93 | 1 | 17
O=C(c1cccc(F)c1)N1CCC(O)(c2cccnc2)CC1 | -5 | 0 | 5 | 4 | 2.7 | 2 | -5 | 100 | 1 | 6
CCOC(=O)N1CCC(NC(=O)C(NS(=O)(=O)c2ccc3c(c2)CCN3C(=O)CC)C(C)C)CC1 (centres undefined) | 1 | 5 | -13 | 10 | -2.3 | 2 | 0 | 94 | 0 | 13
CN1CCN(/N=C/c2ccc(-c3ccc([N+](=O)[O-])cc3Cl)o2)CC1 | 1 | 15 | 0 | 6 | -2.4 | -10 | -6 | 149 | -3 | -11
COCc1c(C(=O)NCC(c2ccco2)N2CCCC2)oc2ccccc12 (centres undefined) | -6 | -3 | 2 | 5 | 0.0 | -10 | -11 | 100 | -2 | 7
Cc1cc(C)cc(NC(=O)CC2NCCNC2=O)c1 (centres undefined) | -1 | -3 | 5 | 6 | 0.4 | 0 | -7 | 99 | 3 | 1
CCOC(=O)c1sc2ncn(CC(=O)N(CC)CC)c(=O)c2c1C | 0 | -2 | -3 | -4 | -0.8 | -4 | -10 | 92 | 0 | 7
CCCCCCC(=O)NC(Nc1ccc(S(N)(=O)=O)cc1)C(Cl)(Cl)Cl (centres undefined) | -2 | -4 | -14 | -16 | -1.5 | -4 | / | 99 | 3 | -1
Cc1ccc(/C=C/C(=O)OCC(=O)Nc2cccnc2Cl)cc1 | 2 | 3 | 0 | -6 | -0.3 | 1 | -2 | 99 | 0 | -1
CCC(Sc1nc2ccccc2s1)C(=O)Nc1nnc(C)s1 (centres undefined) | -1 | -3 | 13 | -1 | 0.3 | 5 | -9 | 90 | 1 | 4
COc1ccc(CCC(=O)Nc2ccc(S(=O)(=O)N3CCOCC3)cc2)cc1OC | 0 | 3 | -5 | 4 | 1.7 | 5 | -15 | 91 | -2 | 2
C=CCn1c(SCC(=O)Nc2nnc(C)s2)nnc1-c1cccnc1 | -6 | -6 | 0 | 0 | -0.4 | 5 | 4 | 96 | -3 | 4
O=C(O)CCCNCc1ccccc1F | 1 | 1 | -4 | 1 | -1.2 | 3 | -4 | 96 | 0 | 1
CC(=O)c1cccc(NC(=O)C2CC(=O)N(C3CCCC3)C2)c1 (centres undefined) | -2 | 3 | -15 | 10 | -0.7 | 3 | -4 | 101 | 1 | 5
CC(C)N(C(=O)c1sc2cc([N+](=O)[O-])ccc2c1Cl)C(C)C | -3 | -4 | -5 | 0 | -0.2 | 3 | -4 | 98 | 1 | -1
CN(C)S(=O)(=O)c1ccc(NC(=O)COc2ncnc3c2cnn3-c2ccccc2)cc1 | -2 | -2 | 11 | 0 | 0.4 | -2 | -6 | 97 | 13 | 7
Cc1ccc(S(=O)(=O)N2CCC(C(=O)N[C@H](C(=O)NCC3CCCO3)C(C)C)CC2)cc1 (some centres undefined) | 0 | -4 | 6 | -2 | -1.1 | 2 | -4 | 101 | 2 | -1
CCOc1ccc(S(=O)(=O)NCCC(=O)NCC(c2ccc(F)cc2)N2CCOCC2)cc1 (centres undefined) | -2 | -3 | 0 | 0 | 0.2 | 13 | -13 | 100 | 2 | 11
CCSc1nnc(Cn2c(=O)sc3ccccc32)n1C | 11 | -9 | / | 8 | 1.1 | 1 | -4 | 104 | 1 | 19
O=C(CN1C(=O)NC2(CCCCC2)C1=O)NCCc1c[nH]c2ccccc12 | 24 | -3 | 1 | 0 | -2.1 | 2 | -6 | 100 | -2 | 2

Some of the entries above, set out differently:
Every second line gives: Exocytosis inh	ABHD5-PLIN5 inh	PDI inh	H9c2 protect	MC4R ag barr	HTR2A ag	CaV13 ICDI inh	ABCB6 inh 2	N-glyco inh	MC4R antag cAMP
FC(F)(F)c1cccc(-c2nc3nc(Cl)c(Cl)nc3[nH]2)c1
→ -26	-1	-1	-16	-0.5	0	/	96	-11	14
O=C(Nc1ccc(C(O)(C(F)(F)F)C(F)(F)F)cc1)c1ccc(Cl)c([N+](=O)[O-])c1
→ 64*	-4	2	-21	14*	-2	10	102	-12	-3
NC(=O)C1CCN(C(c2ccccc2Cl)c2nnnn2CC2CCCO2)CC1 (centres undefined)
→ -12	-1	9	12	-2.2	-2	1	192	1	-10
COc1cccc(CNC(=O)c2cc(S(=O)(=O)N3CCCC3)cn2C)c1
→ 0	-7	/	-1	1.7	-3	-6	99	0	3
O=C(NCCCc1ccccc1)c1ccc([N+](=O)[O-])cc1Cl
→ 0	5	10	-3	-2.2	-3	-3	99	-4	5
Cc1ccc(NS(=O)(=O)c2cccc3cccnc23)c(Br)c1
→ -13	-1	-1	-5	-2.8	-9	-19	93	0	6
